RORg inh: ROR gamma (mouse) transcription inhibition | Drosophila S2 Gal4-RORgamma UAS-luciferase reporter, 20 h | Potency, µM (titrated, usually from 53.6 µM), inactives show at the top dose activity change, negative = inhibition, actives largely listed as inhibitors | 310,000 tested, 5.4% active | AID 2551; further: potency means the concentration at half of the fitted maximal effect; on the % scale 0 is the no-effect control and ±100 the full control effect; nearly all actives have a fitted effect of over 60% in size
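Compounds are pin-transferred onto Drosophila Schneider cells expressing a copper-inducible Gal4–ROR gamma transactivation domain fusion. After 1 hr, copper sulfate is added to 700 uM final; luciferase is read 20 hr later.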
KCNH2 3.1 block: inhibitors of human KCNH2 3.1 potassium channel isoform; U2OS KCNH2 3.1, thallium flux FluxOr; stronger effect = lower value; activity change, % (tested at about 1.8 µM); 340,000 tested, 0.95% active;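 active means maximum activity change below -70%; inconclusive means maximum activity change from -70% to -50%; inactive means maximum activity change above -50%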;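 further: thallium influx rate constant from kinetic fluorescence after stimulation buffer; on the % scale 0 is the no-effect control and ±100 the full control effect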
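Thallium flux via FluxOr fluorescence (Red40 quencher, 45 min loading) in U2OS cells virally expressing the KCNH2 3.1 isoform (1.77 x 10^8 /mL virus, overnight at 37 C). Rate constants from 2-min kinetic reads post-stimulation, normalised to positive and negative controls.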
FLuc counter: counter-screen for miR-21 project: firefly luciferase inhibitors or activators; P08659; Potency, µM (series often up to 57.5 µM), for inactives: at the highest dose activity change, negative = inhibition, actives largely listed as inhibitors; purified FLuc, Km substrates, luminescence inhibition; 360,000 tested, 6.9% active;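 further: potency means the concentration at half of the fitted maximal effect; plate controls were vehicle for no effect and reference inhibitor for full effect; nearly all actives have a fitted effect of over 55% in size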
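Purified P. pyralis luciferase (10nM final) with 10uM D-luciferin and 10uM ATP (Km levels) in 50mM Tris acetate pH 7.5, 10mM Mg acetate, 0.01% Tween-20, 0.05% BSA; qHTS 6-point titration, ~60 µM downward; luminescence read.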
Rab9 promoter act: activators of Rab9 promoter | Huh7 Rab9 promoter-luciferase reporter, luminescence, 24 h | Potency, µM (series often up to 9.22 µM), inactives show at the top dose activation, negative = inhibition, hits mostly activators | 320,000 tested, 2.8% active | AID 485297; further: potency means the concentration at half of the fitted maximal effect; % of control where 0% means no effect; nearly all actives have a fitted effect of over 60% in size
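Cell-based reporter: Huh7 stable for Rab9 promoter-driven luciferase, plated in reduced-serum medium with 10% FBS at 1500 cells/well, compound-treated 24 h at 37 °C, luminescence read after 10 min reagent.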
PKM2 act: activators of human pyruvate kinase M2 | Potency, µM (series often up to 57.5 µM), inactives show top-dose activation, most hits filed as activators | 260,000 tested, 0.34% active | AID 1631 | purified PKM2, Kinase-Glo ATP luminescence, activation; response scale: 0% is enzyme alone, no compound | P14618; further: potency means the concentration at half of the fitted maximal effect; on the % scale 0 is the no-effect control and ±100 the full control effect; nearly all actives have a fitted effect of over 55% in size
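hPK-M2, >95% pure; 0.1 mM ADP / 0.5 mM PEP final; imidazole pH7.2 buffer w/ 7 mM MgCl2, 50 mM KCl; 1 h RT; Kinase-Glo lum. Intermediate enzyme activity for dual inhibitor/activator qHTS.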
Menin-MLL TR inh: menin-MLL binding inhibition, Texas Red mutant peptide. O00255. Menin + Texas Red MLL mutant peptide, fluorescence polarization. Potency, µM (top dose mostly 61.6 µM), inactives show at the top dose FP activity change, negative = inhibition, actives largely listed as inhibitors. 270,000 tested, 0.23% active. AID 1768; active means well fitted inhibition curve with a large enough effect in the polarisation, with a control signal flat, not every such curve was filed as active; inconclusive means small, poorly fitted or top-dose-only effect, or effect the other way, or a change in a side signal; inactive means no such curve, though single readings can be large or run the other way; the % refers to the polarisation; further: potency means the concentration at half of the fitted maximal effect; % of control where 0% means no effect; many of its hits are not listed in these tables
Target sequence (O00255 whole entry, looked up): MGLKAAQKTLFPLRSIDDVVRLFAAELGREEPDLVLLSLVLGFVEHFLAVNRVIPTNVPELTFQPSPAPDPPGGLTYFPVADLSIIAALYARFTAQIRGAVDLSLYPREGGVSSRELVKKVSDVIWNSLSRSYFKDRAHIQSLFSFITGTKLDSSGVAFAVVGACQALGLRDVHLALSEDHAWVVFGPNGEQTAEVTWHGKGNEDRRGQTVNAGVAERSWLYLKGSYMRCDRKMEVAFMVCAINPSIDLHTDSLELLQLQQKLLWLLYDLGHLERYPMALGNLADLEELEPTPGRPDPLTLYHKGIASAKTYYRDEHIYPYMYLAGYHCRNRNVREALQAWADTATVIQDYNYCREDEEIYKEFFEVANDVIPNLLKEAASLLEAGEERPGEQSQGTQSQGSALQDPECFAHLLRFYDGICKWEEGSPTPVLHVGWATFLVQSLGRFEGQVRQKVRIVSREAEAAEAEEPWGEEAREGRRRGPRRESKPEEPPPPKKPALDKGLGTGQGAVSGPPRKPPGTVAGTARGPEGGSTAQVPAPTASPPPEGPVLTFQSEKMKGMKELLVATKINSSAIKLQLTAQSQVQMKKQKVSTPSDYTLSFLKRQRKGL
VP16 counter: Gal4-VP16 reporter inhibition counter-screen | Drosophila S2 Gal4-VP16 UAS-luciferase, luminescence, 20 h | Potency, µM (series often up to 53.6 µM), inactives show at the highest dose activity, negative = inhibition, actives largely listed as inhibitors | 310,000 tested, 3.5% active | AID 2546;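 further: Gal4-VP16 expression switched on by copper sulfate through the metallothionein promoter; potency means the concentration at half of the fitted maximal effect; on the % scale 0 is the no-effect control and ±100 the full control effect; nearly all actives have a fitted effect of over 50% in size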
MBNL1-CUG inh: inhibitors of human MBNL1 binding to CUG repeat RNA; Q9NR56; Potency, µM (series often up to 57.5 µM), for the others: top-dose activity change, negative = inhibition, actives largely listed as inhibitors; TR-FRET MBNL1-His/biotin-(CUG)12 binding, 665/545 ratio; 280,000 tested, 0.036% active; active means well fitted inhibition curve with a large enough effect in the signal ratio, with a control signal flat, not every such curve was filed as active; inconclusive means small, poorly fitted or top-dose-only effect, or effect the other way, or a change in a side signal; inactive means no such curve, though single readings can be large or run the other way; the % refers to the signal ratio; further: potency means the concentration at half of the fitted maximal effect; on the % scale 0 is the no-effect control and ±100 the full control effect
Target sequence (Q9NR56 whole entry, looked up): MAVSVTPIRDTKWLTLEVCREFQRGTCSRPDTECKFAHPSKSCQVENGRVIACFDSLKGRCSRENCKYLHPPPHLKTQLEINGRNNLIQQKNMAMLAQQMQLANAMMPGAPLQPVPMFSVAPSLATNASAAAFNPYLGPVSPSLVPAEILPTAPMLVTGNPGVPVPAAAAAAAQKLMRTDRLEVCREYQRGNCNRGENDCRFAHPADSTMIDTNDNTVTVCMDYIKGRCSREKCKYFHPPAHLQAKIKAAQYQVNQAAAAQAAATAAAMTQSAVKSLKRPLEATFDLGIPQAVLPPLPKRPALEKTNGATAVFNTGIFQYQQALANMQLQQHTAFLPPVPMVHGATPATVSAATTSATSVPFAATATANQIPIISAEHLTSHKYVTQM
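His-tagged MBNL1 binding to biotinylated (CUG)12 RNA was measured by TR-FRET using terbium anti-His antibody (0.055 ng/ul final) and streptavidin-XL665 (5 nM final). Compounds were titrated 92 nM to 58 uM; 60 min at room temperature.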
NPC1 prom act: activators of NPC1 promoter. AID 485313. 320,000 tested, 2.4% active. Huh7 NPC1 promoter luciferase reporter, 24 h. Potency, µM (top dose mostly 9.22 µM), for inactives: top-dose activation, usual class: activators;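 further: potency means the concentration at half of the fitted maximal effect; % of control where 0% means no effect; nearly all actives have a fitted effect of over 60% in size; reporter is driven by a mutant NPC1 promoter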
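Luciferase expression driven by the NPC1 promoter was measured in stably transfected Huh7 cells after a 24 h compound incubation, using a luciferase reagent and a luminescence read.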
Mito fusion act: mitochondrial division inhibition or fusion activation; AID 485298; S. cerevisiae fusion-defective mutant growth rescue, CellTiterGlo 48 h; 320,000 tested, 0.23% active; Potency, µM (series often up to 46.1 µM), without a hit: at the highest dose growth rescue (activation), most hits filed as activators;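 further: potency means the concentration at half of the fitted maximal effect; % of control where 0% means no effect; nearly all actives have a fitted effect of over 45% in size; temperature-sensitive fusion mutants such as fzo1-1 at 37 °C on non-fermentable ethanol glycerol medium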
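S. cerevisiae fusion-defective temperature-sensitive mutants (e.g. fzo1-1, mgm1-5) grown 48 h at 37C in YPEG (ethanol/glycerol non-fermentable) medium with 23 nl compound per well; growth rescue read as CellTiterGlo luminescence.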
ELG1 repair inh: inhibitors of ELG1-dependent DNA repair in HEK293T cells; HEK293T ELG1-luciferase reporter, luminescence, 16 h; DNA damage induced by 5-fluorouridine; Potency, µM (series often up to 46.1 µM), for the others: top-dose activity change, negative = inhibition, hits mostly inhibitors; 330,000 tested, 2.3% active; AID 504467; further: potency means the concentration at half of the fitted maximal effect; on the % scale 0 is the no-effect control and ±100 the full control effect; nearly all actives have a fitted effect of over 55% in size
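Step one: seed 2,000 cells per well. Step two: pin-transfer compound or DMSO alongside 5-fluorouridine. Step three: incubate 16 hr, 37 °C, 5% CO2. Step four: add ONE-Glo, wait 30 min, read luminescence.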
Starred values were filed as active, the others as inactive; [ ] = remark or other dose. Unless noted, the call rests on the fitted dose curve; in most records, active means well fitted curve in the direction sought with a large enough effect; inconclusive means small, poorly fitted or top-dose-only effect, or another doubt; inactive means no such curve, though single readings can be large; an effect the other way counts as inactive or inconclusive. An excerpt; the hit share may differ from the screen's.

What do the screens show for `Cc1nc(C)c(-c2csc(Nc3cccc(O)c3)n2)s1`?
RORg inh: 5%; KCNH2 3.1 block: 19; FLuc counter: 11µM*; Rab9 promoter act: inconclusive; PKM2 act: 8%; Menin-MLL TR inh: inconclusive; VP16 counter: -14%; MBNL1-CUG inh: 13%; NPC1 prom act: inconclusive; Mito fusion act: 2%; ELG1 repair inh: inconclusive

How did COc1ccc(CNC(=O)c2cc(SC)ccc2Cl)cc1OC do in these assays?
RORg inh: inconclusive; KCNH2 3.1 block: 23; FLuc counter: -1%; Rab9 promoter act: -18%; PKM2 act: 0%; Menin-MLL TR inh: -2%; VP16 counter: -7%; MBNL1-CUG inh: -4%; NPC1 prom act: -8%; Mito fusion act: -3%; ELG1 repair inh: inconclusive

What do the screens show for `CCOC(=O)C1CCN(C(=O)Nc2ccc3c(c2)nc(C)n3C)CC1`?
RORg inh: 0%; KCNH2 3.1 block: 8; FLuc counter: 0%; Rab9 promoter act: inconclusive; PKM2 act: 4%; Menin-MLL TR inh: 0%; VP16 counter: -8%; MBNL1-CUG inh: -9%; NPC1 prom act: inconclusive; Mito fusion act: 3%; ELG1 repair inh: inconclusive

What do the screens show for `C=CCN(C(=O)CN1CCCCC1)c1nc(-c2ccccc2)cs1`?
RORg inh: 18%; KCNH2 3.1 block: inconclusive; FLuc counter: inconclusive; Rab9 promoter act: 24%; PKM2 act: 0%; Menin-MLL TR inh: -24%; VP16 counter: 26%; MBNL1-CUG inh: -1%; NPC1 prom act: 19%; Mito fusion act: -23%; ELG1 repair inh: 8%

Results for CC(C)Oc1ccc(C(=O)Nc2nnc(C3=COCCO3)o2)cc1 ?
KCNH2 3.1 block: 1; FLuc counter: -14%; Rab9 promoter act: 11%; NPC1 prom act: 6%; Mito fusion act: -18%; ELG1 repair inh: inconclusive

Results for O=C(Nc1cccc(S(=O)(=O)N2CCCCC2)c1)c1cnccn1 ?
RORg inh: 0%; KCNH2 3.1 block: 2; FLuc counter: 4%; Rab9 promoter act: -6%; PKM2 act: inconclusive; Menin-MLL TR inh: 9%; VP16 counter: 2%; MBNL1-CUG inh: -12%; NPC1 prom act: -10%; Mito fusion act: 16%; ELG1 repair inh: -20%

How did CC(=O)c1ccc(N2CCN(C(=O)CCc3ccccc3)CC2)cc1 do in these assays?
RORg inh: 24%; KCNH2 3.1 block: 3; FLuc counter: -9%; Rab9 promoter act: 5%; PKM2 act: 0%; Menin-MLL TR inh: -17%; VP16 counter: 10%; MBNL1-CUG inh: -3%; NPC1 prom act: -1%; Mito fusion act: 3%; ELG1 repair inh: 7%

Results for COc1ccc(NC(=O)c2cc(S(=O)(=O)N3CCCCC3)ccc2OC)cc1 ?
RORg inh: 32%; KCNH2 3.1 block: 14; FLuc counter: 0%; Rab9 promoter act: -4%; PKM2 act: 7%; Menin-MLL TR inh: 19%; VP16 counter: -4%; MBNL1-CUG inh: -15%; NPC1 prom act: -7%; Mito fusion act: 4%; ELG1 repair inh: 7%

How did C/C(=N\NC(=O)c1cccc(O)c1)c1ccc(NC(=O)Cc2ccccc2)cc1 do in these assays?
RORg inh: 32%; KCNH2 3.1 block: -6; FLuc counter: -15%; Rab9 promoter act: inconclusive; VP16 counter: 21%; MBNL1-CUG inh: 9%; NPC1 prom act: inconclusive; Mito fusion act: 1%; ELG1 repair inh: inconclusive

What do the screens show for `COc1cc(OC)cc(C(=O)NCC2CCCN(Cc3cccc(C(C)=O)c3)C2)c1` (stereo unspecified)?
RORg inh: 7%; KCNH2 3.1 block: 8; FLuc counter: 4%; Rab9 promoter act: 14%; PKM2 act: 1%; Menin-MLL TR inh: -12%; VP16 counter: 2%; MBNL1-CUG inh: 5%; NPC1 prom act: -1%; Mito fusion act: 0%; ELG1 repair inh: -1%

How did CCn1cc(C(=O)NCc2ccccc2OC)c(=O)c2cc(S(=O)(=O)N(C)C)ccc21 do in these assays?
RORg inh: 28%; KCNH2 3.1 block: 16; FLuc counter: -1%; Rab9 promoter act: 1%; PKM2 act: 0%; Menin-MLL TR inh: 0%; VP16 counter: 2%; MBNL1-CUG inh: inconclusive; NPC1 prom act: 3%; Mito fusion act: 0%; ELG1 repair inh: inconclusive

How did CCOC(=O)c1ccc(Oc2cc(C)nc(SC)n2)cc1 do in these assays?
RORg inh: -34%; KCNH2 3.1 block: 5; FLuc counter: -3%; Rab9 promoter act: -25%; PKM2 act: -4%; Menin-MLL TR inh: -1%; VP16 counter: -11%; MBNL1-CUG inh: 4%; NPC1 prom act: -24%; Mito fusion act: 6%; ELG1 repair inh: 0%

Results for Nc1c(C(=O)Nc2ccccc2)sc2nc(-c3ccco3)ccc12 ?
RORg inh: 14%; KCNH2 3.1 block: -2; FLuc counter: 12µM*; Rab9 promoter act: inconclusive; PKM2 act: 3%; Menin-MLL TR inh: inconclusive; VP16 counter: 9%; MBNL1-CUG inh: inconclusive; NPC1 prom act: inconclusive; Mito fusion act: 2%; ELG1 repair inh: 0%

How did O=C(NC(=S)Nc1ccc(N2CCCCC2)c(Cl)c1)c1ccc2c(c1)OCCO2 do in these assays?
RORg inh: 3.2µM*; KCNH2 3.1 block: 7; FLuc counter: inconclusive; Rab9 promoter act: -30%[inhibitor]; PKM2 act: -2%; Menin-MLL TR inh: 6%; VP16 counter: 6.3µM*; MBNL1-CUG inh: -11%; NPC1 prom act: -24%; Mito fusion act: 2%; ELG1 repair inh: -13%

How did Cc1ccc(S(=O)(=O)Nc2cccc(C(=O)N3CCC(C(N)=O)CC3)c2)cc1 do in these assays?
KCNH2 3.1 block: -2; Rab9 promoter act: 3%; NPC1 prom act: -4%; Mito fusion act: -2%; ELG1 repair inh: 2%

How did CC(=O)N/C(N)=N/c1nc2cc(C)ccc2o1 do in these assays?
RORg inh: 11µM*; KCNH2 3.1 block: 2; FLuc counter: 5.4µM*; Rab9 promoter act: 0.79µM*; PKM2 act: -8%; VP16 counter: inconclusive; MBNL1-CUG inh: 0%; NPC1 prom act: 1.4µM*; Mito fusion act: 0%; ELG1 repair inh: inconclusive

How did O=C(CCNC(=O)N1CC(=O)Nc2ccccc21)Nc1ccc(Br)cc1F do in these assays?
RORg inh: -4%; KCNH2 3.1 block: -15; FLuc counter: 0%; Rab9 promoter act: -4%; Menin-MLL TR inh: 4%; VP16 counter: 17%; MBNL1-CUG inh: 5%; NPC1 prom act: 0%; Mito fusion act: -2%; ELG1 repair inh: 0%

Results for CCOc1ccc(S(=O)(=O)N2CCN(C(=O)c3cc(C4CC4)nn3-c3ccccc3)CC2)cc1 ?
KCNH2 3.1 block: -8; FLuc counter: 1%; Rab9 promoter act: 0%; NPC1 prom act: -3%; Mito fusion act: 6%; ELG1 repair inh: inconclusive

Results for Cc1cccc(C(=O)Nc2cccc(C(=O)N/N=C/c3ccc4c(c3)OCO4)c2)c1 ?
RORg inh: 21%; KCNH2 3.1 block: 0; FLuc counter: 1.9µM*; Rab9 promoter act: 27%; PKM2 act: -6%; Menin-MLL TR inh: 5%; VP16 counter: -5%; MBNL1-CUG inh: inconclusive; NPC1 prom act: 29%; Mito fusion act: -1%; ELG1 repair inh: 26%

What do the screens show for `Cc1cc(=O)oc2ccc(OCC(=O)NCc3ccco3)cc12`?
RORg inh: 1%; FLuc counter: 1%; Rab9 promoter act: 1%; PKM2 act: -4%; Menin-MLL TR inh: -24%; VP16 counter: 2%; MBNL1-CUG inh: 15%; NPC1 prom act: 0%; Mito fusion act: 0%; ELG1 repair inh: inconclusive

Results for COc1ccc(OC)c(/C=C/c2ccc3cccc(O)c3n2)c1 ?
RORg inh: 2.5µM*; FLuc counter: 13µM*; Rab9 promoter act: 6%; Menin-MLL TR inh: inconclusive; VP16 counter: 4.5µM*; MBNL1-CUG inh: -3%; NPC1 prom act: 11%; Mito fusion act: 8%; ELG1 repair inh: inconclusive

What do the screens show for `COc1ccc(S(=O)(=O)N2CCN(C/C=C/c3ccccc3)CC2)cc1F`?
RORg inh: inconclusive; KCNH2 3.1 block: -10; FLuc counter: -2%; Rab9 promoter act: 1%; VP16 counter: 3%; MBNL1-CUG inh: 2%; NPC1 prom act: 2%; Mito fusion act: inconclusive; ELG1 repair inh: inconclusive

What do the screens show for `O=S(=O)(NCc1ccccn1)c1cccc2nsnc12`?
RORg inh: 7.9µM*; KCNH2 3.1 block: 47; FLuc counter: -4%; Rab9 promoter act: -1%; PKM2 act: 0%; Menin-MLL TR inh: 2%; VP16 counter: inconclusive; MBNL1-CUG inh: inconclusive; NPC1 prom act: 1%; Mito fusion act: -1%; ELG1 repair inh: 7%

From PubChem
